TRPC6 activator: mouse TRPC6 channel activation; AID 2550; HEK293-TRPC6 membrane potential dye fluorescence; hits give high values; 310,000 compounds, 0.13% hits; B-score at 10 µM; Q61143;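 active = B-score of the integrated fluorescence ratio above library mean plus 3 SD, and starting fluorescence ratio within library mean plus 5 SD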;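 note: higher score means more depolarization so channel activation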
SKKanGAS inh: inhibitors of SKKanGAS S. pyogenes growth in kanamycin (SK-promoter or general growth effect); BacTiter-Glo, 6 h; 300,000 compounds, 1.3% hits; inhibition, % at 7.5 µM;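 active = mean replicate score, as percent of positive control median, at least 50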;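 note: strain carries kanamycin resistance gene driven by streptokinase promoter and grows in 40 µg/ml kanamycin; loss of luminescence reflects streptokinase promoter inhibition or plain growth inhibition; 0% = median of DMSO wells and 100% = positive control at its reference dose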
TRPC4 inh: blocks the mouse TRPC4 cation channel; 300,000 compounds, 0.39% hits; HEK293 TRPC4beta/mu-opioid, DAMGO-evoked Fluo4 calcium flux; hits give low values; AID 2247; B-score at 10 µM; Q9QUQ5;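 active = B-score over 3 SD under the library average, no early fluorescence shift, positive overall ratio signal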
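Assay system – HEK293 line stably carrying TRPC4beta and mu-opioid receptor · Doses – single dose · Detection – Fluo4 calcium-dye fluorescence, kinetic read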
RGS4 act: potentiators or activators of RGS4; HEK293 M3R/inducible RGS4, carbachol calcium flux Fluo4; hits give low values; 310,000 compounds, 0.92% hits; AID 463111; B-score at 10 µM;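 active = B-score of the integrated calcium signal more than 4 SD below the library mean, with starting fluorescence not abnormally high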;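 note: negative B-score means reduced calcium response which marks RGS4 activation or potentiation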
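Reagent: ECmax carbachol challenge; Test system: M3R-expressing HEK293 line, RGS4 induced by doxycycline; Schedule: overnight RGS4 induction, 30 min dye load 37 °C, 20 min compound RT; Detection: calcium dye Fluo4 fluorescence; Read-out: Agonist-evoked peak-minus-minimum fluorescence over baseline, integrated ratio, B score.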
MrgX1 antagonist: human MrgX1 receptor antagonism, primary screen; Q96LB2; MRGX1-HEK293 calcium flux, Fluo-4, BAM8-22 antagonism; hits give low values; B-score at 10 µM; 310,000 compounds, 1.3% hits; AID 588676;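 active = calcium-response B-score plate-corrected more than 3 library SD below zero, starting fluorescence within 5 deviations, no agonist response on first addition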;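 note: peak minus trough fluorescence over baseline after final BAM8-22 challenge near maximal dose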
Target sequence (Q96LB2 whole entry, looked up): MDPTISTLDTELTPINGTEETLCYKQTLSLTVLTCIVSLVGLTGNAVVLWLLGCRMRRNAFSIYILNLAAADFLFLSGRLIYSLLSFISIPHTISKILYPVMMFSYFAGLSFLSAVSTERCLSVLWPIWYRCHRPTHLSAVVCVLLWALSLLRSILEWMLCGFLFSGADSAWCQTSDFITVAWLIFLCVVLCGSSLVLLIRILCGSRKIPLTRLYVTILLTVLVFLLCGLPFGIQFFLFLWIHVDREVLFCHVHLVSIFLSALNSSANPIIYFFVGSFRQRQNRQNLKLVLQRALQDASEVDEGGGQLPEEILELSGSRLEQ
MrgX1 PAM: human MrgX1 positive allosteric modulation, primary screen | Q96LB2 | MrgX1-HEK293, Fluo-4 calcium flux, FDSS; hits give high values | B-score at 10 µM | 310,000 compounds, 0.63% hits;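 active = plate-corrected calcium response at least 3 library SD above typical, normal starting fluorescence, not activating the receptor alone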;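 note: compound read alongside a low EC10 to EC30 dose of BAM8-22 agonist; peak minus trough fluorescence over baseline measured at the second addition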
Platelet DG rel: modulates dense granule release in human platelets; inhibition, %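 (compounds screened at 7.5 µM in platelet-rich plasma)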; human platelet-rich plasma, SFLLRN dense granule ATP release, luminescence; AID 1663; 300,000 compounds, 0.22% hits;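 active = mean replicate score, as percent of positive control, at or above 50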
RGS4 inh: human RGS4 inhibition; P49798; HEK293 M3R/RGS4 inducible, Fluo-4 calcium flux; hits give high values; triggered by carbachol at its EC20; B-score at 10 µM; 310,000 compounds, 0.45% hits; AID 463165;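 active = B-score, a plate-corrected calcium signal, over three deviations above library mean, with baseline fluorescence within five deviations of library mean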;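 note: RGS4 expression induced by doxycycline in cells with stable M3 receptor; B-score is computed from the integrated fluorescence ratio over baseline after carbachol; higher B-score means a larger calcium signal and so more RGS4 inhibition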
Target sequence (P49798 whole entry, looked up): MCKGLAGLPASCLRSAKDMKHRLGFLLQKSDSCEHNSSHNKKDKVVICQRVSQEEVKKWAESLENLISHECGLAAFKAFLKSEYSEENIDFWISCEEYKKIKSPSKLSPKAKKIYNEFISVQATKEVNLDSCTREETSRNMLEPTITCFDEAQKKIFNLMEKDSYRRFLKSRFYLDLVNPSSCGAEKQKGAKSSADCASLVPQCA
TRPC6 inhibitor: mouse TRPC6 channel inhibition | Q61143 | HEK293-TRPC6, membrane potential dye, ACh-evoked depolarization; hits give low values | B-score at 10 µM | 310,000 compounds, 1.1% hits;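 active = B-score under library mean minus 3 SD, initial fluorescence not abnormally high, positive integrated signal ratio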;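 note: B-score derived from integrated fluorescence ratio over the kinetic read; more negative B-score means stronger inhibition of depolarization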
MrgX1 agonist: activates human MrgX1 receptor signaling | MrgX1-HEK293 cells, Fluo-4 calcium fluorescence, agonist mode; hits give high values | 310,000 compounds, 0.44% hits | B-score at 10 µM;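 active = calcium response B-score plate-corrected fluorescence ratio at least 3 library SD, with starting fluorescence B-score inside 5 SD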
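Test system: HEK293 cells stably expressing human MrgX1 receptor; amount: 15,000 cells per well; doses: compound delivered in addition one of three; times: overnight plating before 1 h dye loading; detection: Fluo-4 NW calcium-flux fluorescence, kinetic read; read-out basis: B-scored fluorescence response ratio; controls: positive and negative controls per plate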
HIF activator: HIF pathway transcriptional activation; U2OS HRE-luciferase reporter, luminescence; normalized: DMSO 0%, desferrioxamine 100%; activation, % at 7.5 µM (by protocol); 300,000 compounds, 0.32% hits; AID 1910;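 active = mean activation of at least 10% of the iron chelator positive control signal, with at least half of replicates also reaching 10%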
* = called active by the depositor; i = inactive; nt = not tested or not shown.

Screens in order: TRPC6 activator	SKKanGAS inh	TRPC4 inh	RGS4 act	MrgX1 antagonist	MrgX1 PAM	Platelet DG rel	RGS4 inh	TRPC6 inhibitor	MrgX1 agonist	HIF activator
1	Cc1cc(NC(=O)c2cccnc2)ccc1Br
 : i	0	i	i	-7.5*	i	-2	i	i	i	-7.4
2	CC(C)Oc1ccc(/C=N/NC(N)=S)cc1
 : i	-2	i	i	i	i	-3	i	i	i	5.3
3	O=C(O)CCCC(=O)N1N=C(c2ccccc2)CC1c1ccc2c(c1)OCO2 (configuration not stated)
 : i	11	i	i	i	i	2	i	i	i	0.3
4	O=C(COC(=O)CNC(=O)c1ccccc1F)Nc1nnc(-c2ccccc2)o1
 : i	28	i	i	i	i	18	i	i	i	-0.5
5	CC(C)Nc1nc(NC(C)C)nc(SCC(N)=O)n1
 : i	-12	i	i	i	i	1	i	i	i	0.1
6	Cn1c(=O)n(Cc2ccc(Cl)cc2)c2ccccc21
 : i	-2	i	i	i	i	-1	i	i	i	-0.1
7	CC(C)c1ccccc1-n1c(SCC(=O)N2CCc3ccccc3C2)nc2ccccc2c1=O
 : i	-2	i	i	i	i	-2	i	i	i	-0.7
8	COc1ccc(NC(=O)C2CCCN(c3nn4c(=O)cc(C)nc4s3)C2)c(OC)c1 (configuration not stated)
 : i	-12	i	i	i	i	9	i	i	i	0.1
9	O=C(CN(Cc1ccco1)C(=O)CCC(=O)Nc1ccccn1)NCc1ccccc1
 : i	0	i	i	i	i	15	i	i	i	-0.1
10	Cc1cccc2cc(COC(=O)c3cccs3)c(=O)[nH]c12
 : i	-4	i	i	i	i	4	i	i	i	-0.5
11	CCC(c1n[nH]c(=S)n1-c1ccccc1)N(C)C (configuration not stated)
 : i	-10	i	i	i	i	2	i	i	i	0.6
12	CCN=c1scc(-c2ccccc2)n1/N=C/c1ccccn1
 : i	-6	i	i	i	12*	5	i	i	i	-0.6
13	COCCN(CCOC)S(=O)(=O)c1ccc(C(=O)Nc2nc(C)c(C(C)=O)s2)cc1
 : i	5	i	i	i	i	-3	i	i	i	0.8
14	Cc1cc(NC(=O)COC(=O)C2CC(=O)N(c3ccccc3)C2)no1 (configuration not stated)
 : i	-11	i	i	i	i	-11	i	i	i	0.1
15	COc1ccc(OCc2nn3c(Cn4cnc5ccccc54)nnc3s2)cc1
 : i	3	i	i	i	i	8	i	i	i	-0.4
16	O=C1N=C(N2CCN(c3ccccc3)CC2)S/C1=C\c1cn[nH]c1-c1ccccc1
 : i	28	i	i	i	i	0	i	i	i	0.1
17	O=c1c(Cc2c(F)cccc2Cl)c(O)ccn1CCc1ccccn1
 : i	1	i	i	i	i	-5	i	i	i	-0.1
18	O=C(c1ccccc1NS(=O)(=O)c1cccs1)N1CCCC1
 : i	-9	i	i	i	i	-2	i	i	i	-0.7
19	CC1(c2ccccc2)CC(C)(C)n2c(O)c(C3=NC(=S)NC3=O)c3cccc1c32 (configuration not stated)
 : i	18	i	i	i	i	1	i	i	i	-0.5
20	CCN1CCN(C(c2cccs2)C(C)NC(=O)CC(C)C)CC1 (configuration not stated)
 : i	10	i	i	i	i	0	i	i	i	0.5
21	COc1ccc(C(=O)C[n+]2ccccc2C)cc1
 : i	-7	i	i	i	i	-36	i	i	i	-42
22	CCOc1ccc(C(=O)OCC(=O)Nc2ccc(SC(F)F)cc2)cc1OCC
 : i	-4	i	i	i	i	0	i	i	i	-0.4
23	CCS(=O)(=O)c1ccc2oc(SCC(=O)NC34CC5CC(CC(C5)C3)C4)nc2c1
 : i	0	i	i	i	i	-2	i	i	i	-0.1
24	OC(CNC1CCCCCC1)COc1cccc2ccccc12 (configuration not stated)
 : i	15	i	i	i	i	8	i	i	i	1.4
25	COC1=CC(=Cc2c(N)n3nc(CC(=O)N4CCCCC4)sc3nc2=O)C=C(OC)C1=O
 : i	3	i	i	i	i	-5	i	i	i	-0.7
26	CN(C)C(=O)CSc1nnc(C23CC4CC(CC(C4)C2)C3)o1
 : i	-5	i	i	i	i	0	i	i	i	0.2
27	O=C(NCc1nc2ccccc2[nH]1)C1=C[C@@H](c2csc3ccccc23)C[C@@H](OCc2ccc(CO)cc2)O1
 : i	27	i	i	i	i	2	i	i	i	1.1
28	COc1cc(OC)c(CNC2CCCCCC2)cc1Br
 : i	4	i	i	i	i	5	i	i	i	0.1
29	Cc1cccc(CSCCNC(=O)c2ccc(CN3CCOCC3)cc2)c1
 : i	-6	i	i	i	i	16	i	i	i	-0.5
30	CNC(=O)C(C)c1ncc(C(F)(F)F)cc1Cl (configuration not stated)
 : i	-4	i	i	i	i	-1	i	i	i	-0.2
31	COC(=O)c1ccccc1NC(=O)CN1CCC(C(=O)c2ccc3c(c2)OCCO3)CC1
 : i	nt	i	i	i	i	10	i	i	i	0.2
32	COc1ccc(NC(=O)COC(=O)CCCOc2ccc(Cl)cc2Cl)cc1Cl
 : i	11	i	i	i	i	-2	i	i	i	-0.2
33	O=C(Nc1nccs1)C1C2CC3OC(=O)C1C3C2 (configuration not stated)
 : i	-18	i	i	i	i	-1	i	i	i	-0.6
34	COc1ccc(-c2cnn(-c3ccccc3)c2N)cc1OC
 : i	-1	i	i	i	i	1	i	i	i	-0.7
35	CCS(=O)(=O)Nc1cccc(C2=NN(S(=O)(=O)CC)C(c3cccs3)C2)c1 (configuration not stated)
 : i	-4	i	i	i	i	-1	i	i	i	-0.1
36	O=C(Nc1cc(S(=O)(=O)N2CCCCC2)ccc1O)c1ccccc1NS(=O)(=O)c1ccc(F)cc1
 : i	20	i	i	i	i	25	i	i	i	0.6
37	O=C(CCN1C(=O)c2cccc3cccc(c23)C1=O)NC1CCS(=O)(=O)C1 (configuration not stated)
 : i	-6	i	i	i	i	3	i	i	i	0.3
38	O=[N+]([O-])c1ccc(C2Nc3cccc4cccc(c34)N2)cc1
 : i	4	i	i	i	i	1	i	i	i	nt
39	CN(CCOC(=O)/C=C/c1ccccc1)C(C)(C)C
 : i	1	i	i	i	i	1	i	i	i	-0.1
40	Cc1ccccc1OCC(=O)OCC(=O)Nc1ccc(S(N)(=O)=O)cc1
 : i	4	i	i	i	i	1	i	i	i	-0.2
41	Cc1cc(C)c(C(=O)N2CCCC(N3CCN(c4ccc(F)cc4)CC3)C2)o1 (configuration not stated)
 : i	3	i	i	i	i	-46	i	i	i	0.0
42	COc1ccc(Nc2oc(COc3cccc(C)c3)nc2C#N)cc1
 : i	28	i	i	i	i	-7	i	i	i	-1.0
43	COc1ccc(NC2=C(c3ccc(OC)cc3)C(=O)c3ccccc32)cc1
 : i	-11	i	i	i	i	-7	i	i	i	1.0
44	CCN(C(=O)CSc1nnc2c3ccccc3n(CC)c2n1)C1CCS(=O)(=O)C1 (configuration not stated)
 : i	-3	i	i	i	i	-2	i	i	i	-0.4
45	Cc1ccc2c(c1)/C(=N/OS(=O)(=O)c1ccccc1)CCS2
 : i	6	i	i	i	i	-1	i	i	i	-0.1

Just TRPC6 inhibitor, MrgX1 antagonist and HIF activator, for some of the entries so far:
entry	Structure	TRPC6 inhibitor	MrgX1 antagonist	HIF activator
39	CN(CCOC(=O)/C=C/c1ccccc1)C(C)(C)C	i	i	-0.1
40	Cc1ccccc1OCC(=O)OCC(=O)Nc1ccc(S(N)(=O)=O)cc1	i	i	-0.2

Next part
Screens in order: TRPC6 activator	SKKanGAS inh	TRPC4 inh	RGS4 act	MrgX1 antagonist	MrgX1 PAM	Platelet DG rel	RGS4 inh	TRPC6 inhibitor	MrgX1 agonist	HIF activator
46	Cc1ccc(C(=O)Nc2ccc(S(=O)(=O)N3CCOCC3)cc2)cc1
 : i	6	i	i	i	i	-1	i	i	i	-0.2
47	Cc1cccc(N/N=C2/COC(C)(C)CC2=O)c1
 : i	1	i	i	i	i	7	i	i	i	2.0
48	CC(CCc1ccccc1)NC(=O)COC(=O)c1ccc([N+](=O)[O-])cc1 (configuration not stated)
 : i	1	i	i	i	i	2	i	i	i	0.3
49	CCCc1cc(=O)oc2c(C)c(OC3CCCCC3=O)ccc12 (configuration not stated)
 : i	-9	i	i	nt	nt	1	i	i	nt	-3.9
50	Cc1ccc(-n2nnc3c(=O)n(CC(=O)N4CCC(C)CC4)cnc32)cc1
 : i	-10	i	i	i	i	5	i	i	i	0.2
51	COc1ccccc1-n1nnnc1SCC(=O)NCC1CCCO1 (configuration not stated)
 : i	1	i	i	i	i	-4	i	i	i	0.9
52	COc1cccc(CNC(=O)Cn2ccc([N+](=O)[O-])n2)c1
 : i	4	i	i	i	i	-6	i	i	i	0.3
53	COc1ccc(CN(C)C(=S)Nc2ccc(Cl)cc2Cl)cc1
 : i	-16	i	i	i	i	3	i	i	i	-0.6
54	COc1cc(-c2noc(C3CCCN(C(=O)c4c(F)cccc4F)C3)n2)cc(OC)c1OC (configuration not stated)
 : i	-3	i	i	i	i	-1	i	i	i	1.7
55	O=c1cnn(Cc2ccc(Cl)c(Cl)c2)c2ccccc12
 : i	2	i	i	i	i	-1	i	i	i	-0.2
56	Cc1cccc(NCN2C(=O)c3ccccc3C2=O)c1
 : i	14	i	i	i	i	-1	i	i	i	0.5
57	COc1cccc(-c2csc(N3CCN(C(=S)Nc4ccccc4C)CC3)n2)c1
 : i	nt	i	i	i	i	-3	i	i	i	0.6
58	CC1CCc2nn(CC(=O)NCCCN3CCCC3=O)cc2C1 (configuration not stated)
 : i	-1	i	i	i	i	3	i	i	i	-0.5
59	O=C(Cc1cccs1)NNC(=O)C12CC3CC(CC(C3)C1)C2
 : i	8	i	i	i	i	3	i	i	i	-0.8
60	CCCc1ccc(S(=O)(=O)N/N=C(/C)c2ccc3c(c2)OCO3)cc1
 : i	17	i	i	i	i	0	i	i	i	0.6
61	CCCCC1=CC2=C(c3ccco3)C(=O)C(C)(OC(=O)c3ccc(OC)cc3)C(=O)C2=CN1C1CCCC1 (configuration not stated)
 : i	7	i	i	i	i	0	i	i	i	-0.2
62	CCCn1c(SCC(=O)N2CCCC(C)C2)nnc1-c1cccnc1 (configuration not stated)
 : i	6	i	i	i	i	-2	i	i	i	-0.1
63	Cc1ccc(C(=O)Nc2ccc(OCc3ccccc3)cc2)cc1[N+](=O)[O-]
 : i	-1	i	i	i	i	10	i	i	i	-0.3

Bioassay records (PubChem)
